S3 lipid droplet: qHTS Assay for Lipid Storage Modulators in Drosophila S3 Cells; Drosophila S3 cells, BODIPY lipid droplet fluorescence, 18-24 h; cells fed with added oleic acid; 320,000 tested, 0.64% active; AID 2685, 2010; lipid storage change, negative = inhibition, % at the top dose, mostly 46.1 µM; hits show Potency in µM; active = well fitted inhibition curve with a large enough effect in the signal ratio, with a control signal flat, not every such curve was filed as active; inconclusive = small, poorly fitted or top-dose-only effect, or effect the other way, or a change in a side signal; the % refers to the signal ratio
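Laser-scanning cytometry quantifies lipid droplet accumulation (500–530 nm total intensity; droplet/cell object ratio) in oleic acid-fed (400 uM added) Drosophila S3 cells treated with a concentration series. 20 uM Triacsin C defined 100% inhibition.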
S3 lipid droplet cell count max: also measured in S3 lipid droplet; calls as there; cell number change, %; measured here: cell count max response;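 cells counted by Cell Tracker Red CMTPX staining in the red channel; peak over a dose series mostly up to 46.1 µM; percent activity relative to internal control wells on each plate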
* marks the source's active call; other numbers are inactive results; i = inactive; ? = inconclusive; . = not tested or not shown; [ ] = another dose, or the depositor's remark. % is scaled to controls: 0 for no effect and ±100 for the full control effect; potency is read from the fitted curve at half-maximal effect. This is a subset, so the mix of outcomes need not match the whole.

Compound	S3 lipid droplet	S3 lipid droplet cell count max
Cc1cccc(N2CC(=O)N(c3cccc(C)c3)CC2=O)c1	?	.
CN(CC(=O)Nc1ccc(F)cc1)C(=O)c1ccccc1OCc1ccc(F)cc1	?	.
CC1(C)NC(=O)N(CC(=O)OCC(=O)N2CCN(S(=O)(=O)c3ccccc3)CC2)C1=O	?	.
COc1ccccc1CNC(=O)CNC(=O)Cn1cnc2ccccc2c1=O	?	.
Cn1ncc([N+](=O)[O-])c1C(=O)Nc1ccc(C2CCCCC2)cc1	9%	7
O=C(Oc1ccccc1Cl)C1CCN(C(=O)c2ccc(F)cc2)CC1	?	.
C=CCNC(=O)c1onc(CCl)c1C(=O)OC	-26%	-17
C=CCn1c(COc2ccccc2)nnc1SCC(=O)N/N=C/c1cc(Cl)ccc1O	?	.
CC(NC(=O)c1ccc(Br)s1)C1CCCO1 (centres undefined)	?	.
COc1ccc(C(CC(=O)O)NC(=O)c2ccccc2[N+](=O)[O-])cc1 (centres undefined)	7%	8
O=C(CC1CC2CCC1C2)N1CCN(S(=O)(=O)c2ccccc2C(F)(F)F)CC1 (centres undefined)	?	.
COc1cc(C(=O)Nc2c(C)cc(C)cc2C)c(-n2cnnn2)cc1OC	9%	4
Cc1cc(OCC(=O)O)c2ccccc2n1	2%	0
CN1CCN(CCCNC(=O)c2ccc(/C=C3/Sc4ccccc4N(Cc4cccc(Cl)c4)C3=O)cc2)CC1	-15%	.
Cc1ccc(C(=O)COC(=O)CNC(=O)CNC(=O)c2ccc(C)cc2)cc1	?	.
O=C(NC(=S)NCc1cccnc1)c1cc(Br)ccc1Cl	?	.
CN(C)S(=O)(=O)N1CCC(Oc2cccc(C(=O)NC3CCCCC3)c2)CC1	?	.
CC(C)(C)N(Cc1cc2ccccc2[nH]c1=O)C(=O)c1ccco1	?	.
COC(=O)C1=C2SC(C)C(=O)N2C(N)=C(C#N)C1c1ccc(OC)c(OC)c1 (centres undefined)	?	.
Oc1ccc(Cl)cc1-c1cc(-c2ccco2)[nH]n1	-25%	.
Cc1ccc(C)c(N2CCN(C(=O)CCc3nc4ccccc4[nH]3)CC2)c1	16%	0
C=CCc1ccccc1OCC(O)CN1CCN(C(=O)OCC)CC1 (centres undefined)	?	.
Cc1cccc(Nc2nnc(SCC3CCCCO3)s2)c1 (centres undefined)	?	.
CSc1nnc2c(n1)OC1(Nc3ccccc3-2)C(=O)Nc2ccccc21 (centres undefined)	?	.
CC(=O)N1c2ccc(S(=O)(=O)N3CCCCC3)cc2CC1C(=O)Nc1cccc(C)c1 (centres undefined)	?	.
O=C(CCCNS(=O)(=O)c1ccc(Cl)c(Cl)c1)NCCc1ccccn1	?	.
COc1cc(S(=O)(=O)N2CCC(N3CCCCC3)CC2)ccc1-n1cnnn1	?	.
COc1ccc(NS(=O)(=O)c2ccc(O)c(C(=O)OCC(=O)Nc3ccc4c(c3)OCCO4)c2)cc1	?	.
N/C(=N\OC(=O)c1ccc(Cl)c([N+](=O)[O-])c1)c1ccccn1	12%	8
COc1ccc([C@@H]2[C@@H]3C(=O)N(C(C)(C)C)C(=O)[C@@H]3[C@]3(Cc4ccc(Cl)cc4)C(=O)N(c4ccc(Br)cc4)C(=O)N23)cc1	?	.
Nc1nnn(CC(=O)N/N=C/c2ccccc2)n1	8%	6
Cc1ccc(C(=O)N2CCCC(C(F)(F)F)C2)cc1S(=O)(=O)N1CCCCC1 (centres undefined)	23%	.
COc1ccccc1-n1c(SCC(=O)Nc2cccc(C(=O)O)c2)nnc1-c1ccccc1C	19%	14
CC(=O)c1c(C)[nH]c(C(=O)Nc2ccc(F)c(F)c2F)c1C	-15%	0
O=C(CSc1nnnn1-c1ccccc1F)NNC(=O)c1ccco1	26%	5
O=C(Nc1ccc(Oc2ncnc3cc(Cl)ccc23)nc1)c1cccs1	?	.
CC(C)(C)C(=O)Cn1ncc(Br)c(Br)c1=O	?	.
Cc1ccc(OCCCCN2CCC(C)CC2)cc1	0%	22
Cc1cc(=O)[nH]c(Nc2cccc(F)c2)n1	-15%	.
Cc1cc(SCC(=O)c2ccc(O)c(O)c2)n2nc(C)c(-c3ccccc3)c2n1	-14%	-17
COc1ccc2nc(N3CCC(O)CC3)c(C#N)cc2c1	21%	-15
CCOC(=O)CNNC(=O)Nc1ccc(Cl)c(Cl)c1	?	.
Cc1ccccc1-c1nc(CN2CCC(C(=O)NCc3cccnc3)CC2)c(C)o1	?	.
Cc1ccc(Nc2nnns2)cc1C	?	.
S=C(NCc1cccnc1)Nc1ccc(Oc2ccccc2)cc1	-3%	-2
COc1cc(NS(=O)(=O)c2ccc(NC(=O)NC3CCCCC3)cc2)nc(OC)n1	?	.
CCOC(=O)C1=NOC(Cn2cc(C(C)=O)c(=O)[nH]c2=O)C1 (centres undefined)	?	.
O=C(Nc1ccn(Cc2ccccc2F)n1)c1ccc(COc2cccc(Br)c2)cc1	?	.
Fc1ccc(-c2nc(-c3cnccn3)no2)c(Cl)c1	-4%	27
O=c1c([N+](=O)[O-])c(NC2CCCCC2)c2ccccc2n1-c1ccccc1	7%	7
CCOc1ccccc1OCC(=O)Nc1cc2c(cc1C(=O)O)OCCCO2	22%	6
COc1ccc(S(=O)(=O)N2CCN(C(=O)c3cnc(C)cn3)CC2)cc1	?	.
O=C1CCC(CCC(=O)N2CCCC(C(=O)c3ccc4c5c(cccc35)CC4)C2)=NN1 (centres undefined)	-18%	-5
O=C(COC(=O)c1ccccc1F)NC1CCCC1	?	.
CCn1c(=O)cc(SCC(=O)Nc2ccc(Cl)cc2)c2ccccc21	?	.
CCC(=O)N1CC2(CC(c3cccc(NC(=O)COc4ccc(Cl)cc4)c3)=NO2)C[C@@H]1C(N)=O (some centres undefined)	-28%	-28
Clc1ccc(CSc2ccc(-c3ccco3)nn2)cc1	0%	.
COCCN=C1Sc2nc3cc(C)c(C)cc3cc2CN1Cc1cccs1	?	.
CCOC(=O)CN(c1ccccc1)S(=O)(=O)c1ccc(F)cc1	-11%	4
COc1ccc(Cl)cc1N(CC(=O)N1CCC(C)CC1)S(C)(=O)=O	?	.

The last 3 records of the part above open the next one:
Compound	S3 lipid droplet	S3 lipid droplet cell count max
COCCN=C1Sc2nc3cc(C)c(C)cc3cc2CN1Cc1cccs1	?	.
CCOC(=O)CN(c1ccccc1)S(=O)(=O)c1ccc(F)cc1	-11%	4
COc1ccc(Cl)cc1N(CC(=O)N1CCC(C)CC1)S(C)(=O)=O	?	.
CCN(CC)CCn1c(NCc2ccco2)nc2ccccc21	17%	-5
COc1cc(C2C3=C(CC(C)(C)CC3=O)Nc3ccccc3N2C(C)=O)cc(OC)c1OC (centres undefined)	1%	14
Cc1ccccc1OCC(=O)OCC(=O)Nc1ccc2c(c1)OCCO2	?	.
O=C(Cn1cnc2sc(-c3ccccc3)cc2c1=O)NCc1ccccc1	?	.
COc1ccc(CN2CC(C(=O)NCc3ccc4c(c3)OCO4)CC2=O)cc1 (centres undefined)	?	.
CCc1cc(=O)oc2c(C)c(OCC(=O)NCC3CCC(C(=O)O)CC3)ccc12 (centres undefined)	?	.
Cn1c(=O)c(=O)n(C)c2cc(S(=O)(=O)NCCOc3ccccc3)ccc21	6%	18
O=C(CSc1nc2[nH]c(=O)cc(O)c2s1)Nc1cc(Cl)cc(Cl)c1	?	.
COc1ccc(C(=O)N2CCN(C(=O)c3cc(OC)c(OC)c(OC)c3)CC2)cc1	i	-23
CCCCC1CCC(C(=O)N(CCOC)c2c(N)n(CC(C)C)c(=O)[nH]c2=O)CC1 (centres undefined)	-9%	-18
Cc1ccc(NC(=S)N(CCN(C)C)Cc2cc3cc(C)ccc3[nH]c2=O)cc1	1%	0
O=C(COC(=O)c1cc2ccccc2cc1O)NC(=O)NCc1ccco1	?	.

Grouped by structure, the entries above containing a cyano group (two)
Compound	S3 lipid droplet	S3 lipid droplet cell count max
COC(=O)C1=C2SC(C)C(=O)N2C(N)=C(C#N)C1c1ccc(OC)c(OC)c1 (centres undefined)	?	.
COc1ccc2nc(N3CCC(O)CC3)c(C#N)cc2c1	21%	-15

More structures follow:
Compound	S3 lipid droplet	S3 lipid droplet cell count max
COc1ccc(C(CCN2CCN(c3ccccc3)CC2)c2c(OC)cc(OC)c3c(-c4ccccc4)cc(=O)oc23)cc1 (centres undefined)	5%	-5
Nc1cc(=O)[nH]c(SCC(=O)Nc2cccc([N+](=O)[O-])c2)n1	-22%	-11
CCOc1cc2[nH]c(=S)n(CCCOC)c(=O)c2cc1OCC	?	.
FC(F)Oc1ccc(NC(=S)NNc2ccnc3cc(Cl)ccc23)cc1	-24%	-11
CC1CCN(C(=O)COC(=O)CCCN2C(=O)c3cccc4cccc(c34)C2=O)CC1	?	.
O=C1CC(c2cccc(Cl)c2)Cc2nc(N3CCOCC3)ncc21 (centres undefined)	i	-23
NNC(=O)c1cc2c(ccc3ccccc32)o1	?	.
O=C(CN1CCN(Cc2ccc(F)cc2)C1=O)NCc1cccs1	?	.
COc1cc(C2C3=C(CCCC3=O)Nc3[nH]n(-c4ccccc4)c(=O)c32)ccc1OC(C)=O (centres undefined)	1%	8
CCCn1c(SCCN2CCOCC2)nc2c1c(=O)n(C)c(=O)n2C	i	.
Cc1ccc(Cn2nc(C)c(/C=N/NC(=O)c3cccnc3)c2C)cc1	-12%	-2
CC(C)c1ccc2c(c1)C1Cc3ccccc3C1N2 (centres undefined)	9.2µM*	.
O=C(Nc1ccc(O)cc1)c1ccccc1OCc1ccccc1	?	.
COc1ccc(C(CCNCc2ccccc2F)c2ccc(F)cc2)cc1 (centres undefined)	?	.
COc1ccccc1OCCN1C(=O)S/C(=C\c2ccco2)C1=O	?	.
Nn1cnn(Cc2ccccc2)c1=S	i	.
Cc1ccc(SCC(=O)Nc2ccc3c(c2)OCCO3)cc1	?	.
Cc1ccc(C(C)C)cc1S(=O)(=O)Nc1ccncc1	3%	17
CN(C)S(=O)(=O)c1cccc(NC(=O)CNCC2CCCCC2)c1	?	.
Cc1cc(=O)[nH]c2ccc(Cl)cc12	?	.
COc1ccc(O)c(C(=O)c2cnc3c(c2)c(=O)[nH]c(=O)n3C)c1	?	.
COc1ccc(/C=N\NC(=O)c2nn(C)cc2Cl)cc1CN1CCOCC1	i	.
O=C(CSc1c2c(nc3cc(Cl)ccc13)CCCC2)NCc1ccco1	?	.
COCC(C)NC(=O)c1cc(S(=O)(=O)N2CCCCC2)ccc1N1CCOCC1 (centres undefined)	-2%	-14
COC(=O)c1cc(OC)c(OC)cc1NC(=O)Nc1ccccc1OC	13%	13
COc1ccc(-n2c(=S)[nH]c3cc(C(=O)N(C)Cc4ccccc4)ccc3c2=O)cc1	?	.
COc1ccc(NS(=O)(=O)c2c(C)n(C)c(=O)n(C)c2=O)cc1OC	18%[9.22 µM]	.
CCNc1nc(SCc2ccccc2)nc(N2CCOCC2)n1	?	.
O=C(NCCN1CCN(c2ccccc2)CC1)c1ccc2c(c1)[nH]c(=S)n1c3ccccc3nc21	?	.
CCn1nc(NC(=O)c2ccco2)c2cc3ccc(C)cc3nc21	?	.
C/C=N/NC(=O)CCNC(=O)c1ccccc1	?	.
C/C=C/C(=O)OCC(=O)Nc1ccc(SC(F)F)cc1	?	.
COc1ccc(-n2nc(C(=O)NCC(=O)N3CCN(C)CC3)c3ccccc3c2=O)cc1	?	.
c1ccc(-c2nnc(SCC3CCCCO3)nc2-c2ccccc2)cc1 (centres undefined)	i	.
CCC(C)NC(=O)C1CCCN(C(=O)NC2CCCCC2)C1 (centres undefined)	-5%	3
O=C1NC2(CCCCC2)C(=O)N1/N=C/c1ccc(O)cc1O	?	.
Cc1cc(Nc2cc(C(=O)O)ccc2C)n2ncnc2n1	4%	2
COc1ccccc1NC(=O)CSc1nnnn1-c1ccccc1F	?	.
COC(=O)c1ccc(CNC(=O)c2ccc(S(=O)(=O)N3CCCC(C)C3)cc2)cc1 (centres undefined)	?	.
N#Cc1ccc(NC(=O)c2sc3cc(C(F)(F)F)cnc3c2-c2cccs2)cc1	?	.
Cn1c(COc2ccccc2)nnc1SCC(=O)NNC(=O)C1CCCCC1	-3%	6
COc1ccc(NC(=S)N(Cc2ccc(Cl)cc2)Cc2ccc(C(=O)O)cc2)cc1Cl	11%	1
O=C(COc1ccc2ccccc2c1)Nc1cccc(C(=O)Nc2ccccc2C(=O)O)c1	?	.
Cc1ccc(S(=O)(=O)N2CC3CCCN3c3ccc(C(F)(F)F)cc32)cc1 (centres undefined)	?	.
C=CCn1c(=N)n(CC(=O)OCC)c2ccccc21	-3%	2

Screening data (PubChem)
